# DAX1 inh-1 – DAX1 (NR0B1) inhibitors on StAR promoter, primary screen, cell-based, luminescence, SF-1 (NR5A1), full-length DAX-1; AID 652010, 2013; actives 1.1% (n = 370,000); HEK293T StAR-luciferase reporter, SF-1/DAX-1 repression relief; inhibition, % at 6.8 µM;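 active = inhibition above the mean over all tested compounds plus 3 SD, cut at about 3.6% in these data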;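 note: 0% = DAX-1 cells with DMSO and 100% = cells lacking DAX-1 with DMSO; higher inhibition means more luminescence from relief of DAX-1 repression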
# PLCb3 inh – human PLC-beta3 inhibitors, primary screen, biochemical, fluorescence | inhibition, % at 12.2 µM | actives 0.18% (n = 370,000) | Purified PLC-beta3, fluorogenic substrate | AID 720704, 2013; in the data active = inhibition above about 11%;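 note: 0% = median of compound wells on plate and 100% = full blocker control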
# ssDAF12 agonist – S. stercoralis DAF-12 nuclear receptor activators, primary screen, cell-based, luminescence, HEK293, GRIP1 co-expression, lit1-tk-luc. Nuclear hormone receptor DAF-12 (Strongyloides stercoralis). HEK293 ssDAF-12/GRIP1 lit1-tk-luc reporter; % of 3 µM dafachronic acid response. activation, % at 6.8 µM. actives 1% (n = 370,000). AID 652126, 2013;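 active = activation above the mean over all tested compounds plus 3 SD, cut at about 0.9% in these data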;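 note: 0% = DMSO-only wells and 100% = 3 µM delta7-dafachronic acid wells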
# PG9 Ab binder – binders of HIV-1 gp120 antibody PG9, primary screen, biochemical, TR-FRET; TR-FRET gp120-PG9 antibody binding; inhibition, % at 6.7 µM; actives 0.43% (n = 360,000); AID 624416, 2012; in the data active = inhibition above about 8.5%
# Rev-erbA mod – modulators of Rev-erb alpha DNA binding, primary screen, biochemical, FITC-DNA, fluorescence polarization, uHTS; Nuclear receptor subfamily 1 group D member 1 (Homo sapiens), P20393; actives 0.79% (n = 370,000); AID 1259318, 2017; Rev-erbα–FITC-DNA binding, 90 min; activity, % at 10 µM;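 active = activity above about 14%, limit read from the data; passing the limit was not always enough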;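 note: 0% = DMSO wells with 35 nM protein and 100% = DMSO wells with 750 nM protein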
# Target sequence (P20393 whole entry, looked up): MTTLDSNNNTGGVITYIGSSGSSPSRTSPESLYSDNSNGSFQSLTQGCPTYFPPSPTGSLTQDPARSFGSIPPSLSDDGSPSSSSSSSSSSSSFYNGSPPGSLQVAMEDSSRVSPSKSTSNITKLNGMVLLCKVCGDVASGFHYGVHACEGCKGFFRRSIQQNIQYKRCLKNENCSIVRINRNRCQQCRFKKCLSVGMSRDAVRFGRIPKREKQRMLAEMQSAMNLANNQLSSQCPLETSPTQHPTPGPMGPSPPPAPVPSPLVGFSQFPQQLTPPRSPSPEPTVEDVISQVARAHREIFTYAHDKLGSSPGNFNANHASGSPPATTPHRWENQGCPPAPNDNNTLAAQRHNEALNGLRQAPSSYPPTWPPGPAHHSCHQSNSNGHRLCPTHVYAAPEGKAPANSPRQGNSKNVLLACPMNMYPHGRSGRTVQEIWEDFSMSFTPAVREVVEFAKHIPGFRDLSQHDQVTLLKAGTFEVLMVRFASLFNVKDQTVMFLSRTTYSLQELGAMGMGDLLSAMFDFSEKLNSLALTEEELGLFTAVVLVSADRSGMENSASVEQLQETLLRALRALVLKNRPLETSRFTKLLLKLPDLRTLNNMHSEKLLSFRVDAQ
# sPLA2-III inh – human group III sPLA2 inhibitors, primary screen, biochemical, QFRET, BODIPY PC-A2 liposome substrate | QFRET BODIPY PC-A2 liposome hydrolysis, fluorescence | inhibition, % at 12.2 µM | Group 3 secretory phospholipase A2 (Homo sapiens), Q9NZ20 | actives 0.56% (n = 370,000);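 active = inhibition above mean plus 3 SD of compounds lying within the high and low control bounds, cut at about 19% in these data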;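 note: 0% = median of test compound wells and 100% = no enzyme DMSO wells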
# hgDAF-12 ag – H. glycines DAF-12 receptor agonists, primary screen, cell-based, luminescence, HEK293, GAL4 fusion, UAS-luciferase; Nuclear hormone receptor DAF-12 (Heterodera glycines), GAL4 fusion; HEK293 GAL4-hgDAF12 UAS-luciferase reporter, agonist luminescence; normalized to butyrate control; activation, % at 6.8 µM; actives 1.8% (n = 370,000); AID 687014, 2013;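 active = activation above a cutoff set at the mean of all screened compounds plus 3 SD, cut at about 10% in these data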;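 note: 0% = DMSO wells and 100% = sodium butyrate wells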
# SMARCA2 activ – SMARCA2 (BRM) function activators, primary screen, cell-based, luminescence, high throughput; MG213 cells, MMTV-luciferase reporter, dexamethasone, overnight; activation, % at 9.1 µM; actives 1% (n = 370,000); AID 652017, 2013; in the data active = activation above about 7.8%;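 note: 0% = vehicle wells and 100% = reference activator wells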
# DAX1 inh-2 – DAX1 (NR0B1) inhibitors, primary screen, cell-based, HEK293, Gal4-DAX1, luciferase luminescence. Nuclear receptor subfamily 0 group B member 1 (Homo sapiens), P51843. HEK293 Gal4-DAX1 luciferase reporter. inhibition, % at 6.75 µM. actives 0.99% (n = 340,000). AID 504766, 2011;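 active = inhibition above the mean over all tested compounds plus 3 SD, cut at about 4.2% in these data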;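 note: 0% = DAX1-transfected cells with DMSO and 100% = empty-vector control cells with DMSO; inhibition shows as a rise in luminescence from relieved DAX1 repression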
# Target sequence (P51843 207-470 limits assumed): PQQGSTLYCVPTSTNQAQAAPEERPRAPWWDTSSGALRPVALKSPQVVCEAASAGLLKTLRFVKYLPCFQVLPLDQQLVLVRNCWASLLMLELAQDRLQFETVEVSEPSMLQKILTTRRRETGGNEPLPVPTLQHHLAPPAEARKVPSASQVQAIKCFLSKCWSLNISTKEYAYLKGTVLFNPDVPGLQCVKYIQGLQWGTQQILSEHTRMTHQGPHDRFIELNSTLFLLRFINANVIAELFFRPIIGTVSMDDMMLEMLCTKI
# FXN GAA850 act – FXN promoter activators, primary screen, cell-based, luciferase luminescence, HEK293 lucGAA850. activation, % at 6 µM. AID 540364, 2011. actives 0.56% (n = 360,000). HEK293 lucGAA850 FXN promoter luciferase reporter, 24 h; percent of 10 µM SAHA response;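 active = activation above the average of all compounds screened plus 3 SD, cutoff fixed separately per campaign, cut at about 7.5% in these data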;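 note: 0% = DMSO wells and 100% = 10 µM SAHA wells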
# hcDAF-12 act – H. contortus DAF-12 nuclear receptor activators, primary screen, cell-based, luminescence, HEK293, lit1-tk-luc reporter. HEK293 hcDAF-12 lit1-tk-luc reporter; 0% DMSO, 100% Δ7-dafachronic acid. activation, % at 6.8 µM. actives 1.4% (n = 370,000);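 active = activation above the mean of all tested compounds plus 3 SD, cut at about 5.5% in these data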;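 note: 100% = response to 3 µM Δ7-dafachronic acid high control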
# * marks the source's active call; other numbers are inactive results; . = no result given.
cpd	Molecule	DAX1 inh-1	PLCb3 inh	ssDAF12 agonist	PG9 Ab binder	Rev-erbA mod	sPLA2-III inh	hgDAF-12 ag	SMARCA2 activ	DAX1 inh-2	FXN GAA850 act	hcDAF-12 act
1	Cc1ccc(CSc2nnc(-c3cccnc3)n2N)cc1	0.6	2	-0.9	0.8	6	6	1.9	-3	-0.1	1.4	1.8
2	Cc1c(C(=O)N2CCCC(C(F)(F)F)C2)oc2ccccc12 (stereo not given)	0.6	-4	-1.1	-0.5	3	8	-0.1	-1	-0.1	1.8	-1.3
3	CCCCC[C@H](C)N1C[C@@H](COCc2ccccc2)Oc2cc(N3CCC[C@H]3COC)ccc2S1(=O)=O	0.5	-2	-0.3	-3.5	-1	-4	2.1	4	.	.	0.3
4	Cc1nnc(Oc2ccccc2F)c2ccccc12	0.4	0	-0.8	1.2	-2	4	2.9	2	1.9	5.9	0.6
5	CCn1c(SCC(=O)Nc2cc(C)on2)nc2c(c1=O)SC(C)C2 (stereo not given)	-0.6	4	-1.2	1.3	-7	7	-1.6	-1	0.0	0.6	-2.5
6	O=C1c2ccccc2[C@@H]2C[C@H]3O[C@H]3CCN12	-0.4	0	-1.0	1.7	-4	3	-0.9	2	-0.7	0.4	-0.1
7	O=C(Nc1ccc2c(c1)OCCO2)c1cccc(S(=O)(=O)N2CCCCC2)c1	-2.0	1	-2.3	0.3	-4	-11	-3.6	-3	-2.5	-3.5	-2.6
8	COc1ccc(C2=NOC(Cn3nc(C(=O)NCc4ccccc4OC)cc3-c3ccccc3)C2)cc1 (stereo not given)	-1.4	1	-2.2	1.4	2	-4	-5.5	-1	-3.0	-3.7	-3.4
9	CC1(C)O[C@H]2CC(=O)OC[C@]23[C@H]2CC[C@@]4(C)[C@H](c5ccoc5)OC(=O)[C@H]5O[C@]54[C@]2(C)[C@@H](O)C[C@@H]13	0.6	2	-1.2	0.9	2	0	3.7	3	2.0	0.7	-1.1
10	COc1ccc(CN(C)C(=O)/C=C/[C@H]2O[C@@H](n3cnc4c(N)ncnc43)[C@H](O)[C@@H]2O)cc1OC	0.9	0	-1.5	-0.8	-3	5	-0.3	-2	.	.	0.1
11	Cc1cccc(CNc2ncnc3ccc(-c4ccc5c(c4)OCCO5)cc23)c1	-1.6	-57	-2.1	-0.9	2	-12	-9.1	-3	-0.9	-1.4	-3.0
12	O=C1c2ccccc2-c2ncnc3c(N4CCOCC4)cc(N4CCOCC4)c1c23	1.2	-4	-0.9	-4.5	17	0	-0.8	5	-0.4	0.0	-2.4
13	O=C(CSc1n[nH]c(-c2ccccn2)n1)Nc1ccccc1	-2.4	-6	-0.8	-1.3	-2	-9	-1.9	-2	-0.8	0.4	0.1
14	CCCNS(=O)(=O)c1cc2c3c(c1)CCN3C(=O)CC2	0.2	-4	-1.1	-1.5	-4	0	0.6	0	0.8	0.8	0.0
15	COc1cc(NC2c3ccccc3C(=O)N2c2cc(C)ccn2)cc(OC)c1OC (stereo not given)	-0.5	3	-1.4	1.9	-1	6	-4.0	2	1.4	0.8	-1.7
16	COc1ccc(OC)c(C2N(c3ccccn3)C(=O)C3CCCN32)c1 (stereo not given)	-0.2	-23	-1.1	0.3	-5	11	-1.1	-4	1.8	0.2	-1.8
17	CC(C)C(NS(=O)(=O)c1cccc2nsnc12)C(=O)Nc1nc2ccc(Cl)cc2s1 (stereo not given)	0.9	4	-0.6	-1.4	4	6	0.9	2	0.4	1.4	-0.8
18	CS(=O)(=O)Nc1cccc(NC(=O)C2Cc3c(-c4cccc(C(N)=O)c4)ccnc3O2)c1 (stereo not given)	0.3	0	-0.9	1.1	0	-6	2.1	-2	.	0.1	-1.3
19	CCn1c(=O)c(=O)n(CC)c2cc(S(=O)(=O)N3CCc4ccccc43)ccc21	0.2	4	-0.9	-0.8	3	-4	-1.5	1	-1.3	0.3	1.3
20	COc1cccc(CN2CC(C(=O)NCC3CCOCC3)CCC2=O)c1 (stereo not given)	0.1	-5	-1.2	1.0	-7	-1	0.4	-1	0.1	1.0	-0.1
21	Clc1ccc(C2CC(c3ccco3)n3ncnc3N2)cc1Cl (stereo not given)	-0.4	-7	-0.6	-1.3	0	-5	-2.4	-2	0.7	-1.5	0.7
22	COc1ccc(OC)c(CNS(=O)(=O)c2c(C)nc3scc(C)n3c2=O)c1	0.0	-4	-0.9	0.5	-7	2	-0.5	-3	-0.3	0.9	3.1
23	CC(C)C[C@H]1C(=O)N2CCC[C@H]2[C@]2(O)O[C@](NC(=O)[C@@H]3C=C4c5cccc6[nH]c(Br)c(c56)CC4N(C)C3)(C(C)C)C(=O)N12 (stereo not given in full)	-2.5	-99	-1.4	-3.1	0	-9	-5.2	-4	-1.4	-9.4	-2.2
24	CN(C)S(=O)(=O)c1ccc(NC(=O)N2CCN(c3ccccc3Cl)CC2)cc1	-0.4	1	-1.3	-0.7	0	1	-1.7	-3	-0.2	-2.1	-3.0
25	O=C(Nc1ccc(C(=O)NCc2ccccc2Cl)cc1)C1=CSCCO1	0.8	-3	-0.9	-1.0	-5	2	4.7	0	0.7	3.9	-0.1
26	CCCn1c(N2CCOCC2)nc2c1c(=O)[nH]c(=O)n2C	-0.2	0	-1.2	-1.6	3	1	-1.3	2	-0.5	1.9	1.5
27	O=C(Cc1cccs1)Nc1cccc(C(=O)Nc2ccco2)c1	-0.2	13*	-2.0	0.3	3	-1	-4.4	-4	0.2	-1.8	-1.1
28	Oc1ccc(/C=N/NC(=S)N2CCOCC2)cc1	1.5	-5	-1.6	2.0	.	2	5.7	-2	3.2	2.9	2.9
29	Cc1cccc(Cn2c(N3CCc4ccccc4C3)nc3c2c(=O)[nH]c(=O)n3C)c1	0.6	-1	-1.5	2.3	6	10	0.5	-1	-0.4	-1.5	-1.1
30	Oc1ccccc1CNCCCN1CCOCC1	0.4	-7	-1.2	2.2	3	2	-0.6	-1	2.5	-0.6	-1.4
31	O=C(NNC(=O)c1ccccc1Cl)c1cccnc1	-0.1	-1	-0.8	-0.9	3	-3	-1.3	1	0.7	-0.1	2.7
32	CSCC(=O)Nc1cc(C)on1	-0.2	1	-1.1	1.4	2	16	0.0	1	-1.1	-0.4	-1.2
33	Fc1ccc(NC(=S)NN=Cc2ccccc2Cl)cc1	-0.2	1	-1.0	-1.7	3	12	9.8	6	3.6	0.3	1.6
34	O=C(CSc1oc(-c2ccc(F)cc2)nc1S(=O)(=O)c1ccc(F)cc1)NCC1CCCO1 (stereo not given)	-0.4	3	-1.3	-0.5	4	2	2.3	0	0.9	-0.6	-1.9
35	Cc1nc(OCC(=O)c2ccc(Cl)cc2)c(C#N)c2c1COC(C)(C)C2	-0.1	-3	-1.9	0.5	5	-2	0.3	0	0.2	-0.4	1.4
36	FC(F)(F)c1cc(-c2cccs2)nc(N2CCOCC2)n1	-0.2	-11	-0.9	-0.3	8	1	0.3	0	0.8	1.1	-0.8
37	CCc1c(C)sc(NC(=O)/C=C/C(=O)O)c1C(N)=O	-0.3	-411	-0.9	-0.2	-5	-1	-2.8	0	3.1	-0.4	1.0
38	CS(=O)(=O)Nc1cccc2cccnc12	0.0	-1	-0.8	-2.1	6	3	-0.5	2	1.0	-1.4	1.6
39	O=C1CCN(Cc2ccco2)C(=S)N1	-0.3	4	-0.2	-0.3	-6	-1	-1.1	3	2.3	-0.7	0.5
40	O=C(COc1coc(CN2CCN(c3ccccc3F)CC2)cc1=O)Nc1ccccc1	0.6	-7	-0.8	-2.6	-5	7	2.3	2	0.1	0.3	-1.4
41	Cc1csc(CN(C)C(=O)C2CCC(=O)N(CCN(C)C)C2)n1 (stereo not given)	0.8	1	-0.9	-0.8	3	1	-1.7	-1	0.6	-1.1	-1.4
42	CCCn1cnc2c(Sc3c([N+](=O)[O-])ncn3C)nc(N)nc21	-1.7	3	-0.6	0.3	-8	2	-1.1	-1	0.4	-1.2	-2.5
43	O=C(c1cccs1)N1CCN(c2ccc(F)cc2)CC1	1.1	2	-1.1	-0.5	-3	-7	0.3	3	1.2	0.3	0.4
44	CN(C1CCCCC1)S(=O)(=O)c1ccc(NC(=O)C2CCCCC2)cc1	-0.4	1	-2.0	-2.4	0	0	0.1	-4	-0.8	-1.1	-2.3
45	O=C(N/N=C/c1ccc(-c2ccccc2C(=O)O)o1)c1cccs1	1.0	-97	-0.5	-2.0	-10	-4	12*	8.6*	1.2	7.0	0.8
46	O=C(COc1ccc2c3c(c(=O)oc2c1)CCC3)NCc1cccnc1	-3.4	-9	-1.1	0.4	-1	0	0.2	-2	0.8	0.5	-2.4
47	Cc1ccc(C(=O)O)cc1S(=O)(=O)N1CCSCC1	0.4	1	-0.8	-0.5	4	-1	1.4	-2	1.1	-0.7	-0.9
48	Cc1c(NC(=O)c2cc(Br)ccc2Cl)cccc1-n1cnnn1	0.4	-4	-1.2	1.2	-11	2	0.2	-2	0.1	-0.8	-1.2

# Fetched one by one from the list above:
cpd	Molecule	DAX1 inh-1	PLCb3 inh	ssDAF12 agonist	PG9 Ab binder	Rev-erbA mod	sPLA2-III inh	hgDAF-12 ag	SMARCA2 activ	DAX1 inh-2	FXN GAA850 act	hcDAF-12 act
21	Clc1ccc(C2CC(c3ccco3)n3ncnc3N2)cc1Cl (stereo not given)	-0.4	-7	-0.6	-1.3	0	-5	-2.4	-2	0.7	-1.5	0.7
38	CS(=O)(=O)Nc1cccc2cccnc12	0.0	-1	-0.8	-2.1	6	3	-0.5	2	1.0	-1.4	1.6

# New compounds follow.
cpd	Molecule	DAX1 inh-1	PLCb3 inh	ssDAF12 agonist	PG9 Ab binder	Rev-erbA mod	sPLA2-III inh	hgDAF-12 ag	SMARCA2 activ	DAX1 inh-2	FXN GAA850 act	hcDAF-12 act
49	CCC1Sc2ccc(S(=O)(=O)CCC(=O)NCc3ccc(C)o3)cc2NC1=O (stereo not given)	0.2	-5	0.1	0.6	-1	-10	-0.9	3	0.0	0.3	-1.2
50	Clc1ccc(NCc2cccnc2)c(Cl)c1	-0.4	-3	-0.9	-0.7	-2	8	1.1	-2	-0.3	1.2	-1.9
51	CCOCCCn1c(SCC(=O)Nc2ccc(OC)cc2)nc2ccccc2c1=O	-0.9	3	-1.9	48*	4	10	-1.8	-5	-1.3	-0.7	-2.9
52	COc1ccc(-n2cnnc2SC(C)C(=O)Nc2cccc([N+](=O)[O-])c2)cc1 (stereo not given)	0.9	6	-1.6	1.2	-2	-7	1.1	-1	0.5	-0.3	0.0

# No enrichment for hits; any-hit rate near 7%.
